FLuc counter: counter-screen for miR-21 project: firefly luciferase inhibitors or activators; P08659; purified FLuc, Km substrates, luminescence inhibition; Potency, µM (doses to about 57.5 µM), inactives show at the top dose activity change, negative = inhibition, hits mostly inhibitors; 360,000 tested, 6.9% active;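 note: potency is the fitted concentration of half-maximal effect; plate controls were vehicle for no effect and reference inhibitor for full effect; nearly all actives have a fitted effect of over 55% in size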
Target sequence (P08659 whole entry, looked up): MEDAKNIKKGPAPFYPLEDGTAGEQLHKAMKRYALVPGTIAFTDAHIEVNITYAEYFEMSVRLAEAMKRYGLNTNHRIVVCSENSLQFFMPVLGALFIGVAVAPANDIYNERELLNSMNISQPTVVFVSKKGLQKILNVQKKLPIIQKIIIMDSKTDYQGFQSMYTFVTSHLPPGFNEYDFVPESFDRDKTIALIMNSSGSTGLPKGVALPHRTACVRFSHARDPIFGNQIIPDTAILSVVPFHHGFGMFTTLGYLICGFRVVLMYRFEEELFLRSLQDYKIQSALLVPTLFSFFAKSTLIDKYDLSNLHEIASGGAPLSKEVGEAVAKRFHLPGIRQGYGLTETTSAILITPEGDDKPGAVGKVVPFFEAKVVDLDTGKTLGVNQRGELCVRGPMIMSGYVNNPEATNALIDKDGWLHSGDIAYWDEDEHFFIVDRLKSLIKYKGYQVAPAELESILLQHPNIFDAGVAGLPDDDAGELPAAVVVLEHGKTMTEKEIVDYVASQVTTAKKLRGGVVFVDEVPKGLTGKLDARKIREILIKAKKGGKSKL
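Biochemical qHTS of compounds, final roughly 60 µM downward over six points, against 10 nM purified firefly luciferase using Km concentrations of substrates (10 uM D-luciferin, 10 uM ATP) in Tris acetate pH 7.5 buffer; luminescence output.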
RORgamma inh: ROR gamma (mouse) transcription inhibition. AID 2551. P51450. Potency, µM (top dose mostly 53.6 µM), for inactives: top-dose activity change, negative = inhibition, usual class: inhibitors. Drosophila S2 Gal4-RORgamma UAS-luciferase reporter, 20 h. 310,000 tested, 5.4% active; note: potency is the fitted concentration of half-maximal effect; % is set by controls: 0 for no effect and ±100 for the full control effect; nearly all actives have a fitted effect of over 60% in size
Target sequence (P51450 whole entry, looked up, the tested form may be a part): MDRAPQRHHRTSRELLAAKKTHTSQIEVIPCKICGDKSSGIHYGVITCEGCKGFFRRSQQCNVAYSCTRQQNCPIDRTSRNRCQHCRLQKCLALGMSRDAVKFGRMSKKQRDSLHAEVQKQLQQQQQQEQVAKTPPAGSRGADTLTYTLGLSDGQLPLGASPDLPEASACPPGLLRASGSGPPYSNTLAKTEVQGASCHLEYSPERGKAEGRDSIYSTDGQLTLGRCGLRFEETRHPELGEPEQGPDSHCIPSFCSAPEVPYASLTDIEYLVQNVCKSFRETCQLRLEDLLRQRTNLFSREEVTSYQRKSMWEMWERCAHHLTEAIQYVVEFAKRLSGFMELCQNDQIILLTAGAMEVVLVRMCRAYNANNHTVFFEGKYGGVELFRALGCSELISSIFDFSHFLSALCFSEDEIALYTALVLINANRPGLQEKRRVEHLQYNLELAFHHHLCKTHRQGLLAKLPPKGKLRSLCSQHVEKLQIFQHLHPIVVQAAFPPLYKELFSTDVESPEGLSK
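Schneider cells (Drosophila), stable Gal4 DBD–ROR gamma + UAS-luc; 1 hr cmpd preincubation; Cu2+ induction 700 uM final; 20 hr ambient; luminescence.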
NPC1 promoter act: activates the NPC1 promoter. Potency, µM (top dose mostly 9.22 µM), for the others: at the highest dose activation, usual class: activators. 320,000 tested, 2.4% active. Huh7 NPC1 promoter luciferase reporter, 24 h;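 note: potency is the fitted concentration of half-maximal effect; % of control where 0% means no effect; nearly all actives have a fitted effect of over 60% in size; reporter is driven by a mutant NPC1 promoter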
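Readout is luciferase luminescence, reflecting NPC1 promoter activation in stably transfected Huh7 cells after 24 h compound exposure at 37 °C in reduced-serum medium with 10% FBS.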
ELG1 DNA repair: inhibitors of ELG1-dependent DNA repair in HEK293T cells; HEK293T ELG1-luciferase reporter, luminescence, 16 h; DNA damage induced by 5-fluorouridine; Potency, µM (highest dose often 46.1 µM), without a hit: at the top dose activity change, negative = inhibition, most hits filed as inhibitors; 330,000 tested, 2.3% active; AID 504467; note: potency is the fitted concentration of half-maximal effect; % is set by controls: 0 for no effect and ±100 for the full control effect; nearly all actives have a fitted effect of over 55% in size
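5-Fluorouridine DNA damage + compound/DMSO, 2,000 cells/well, 16 h, 37 °C/5% CO2. ONE-Glo, 30 min RT, luminescence. Readout = decrease in reporter signal.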
p53 reactivator: restores transcriptional activity of mutant p53 | H1299 p53-A138V BP100-luciferase reporter, luminescence, 24 h | 320,000 tested, 0.063% active | Potency, µM (series often up to 92.2 µM), without a hit: at the top dose activity change, positive = activation, usual class: activators; note: potency is the fitted concentration of half-maximal effect; % of control where 0% means no effect; nearly all actives have a fitted effect of over 45% in size
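p53-null H1299 cells stably carrying temperature-sensitive p53-A138V and a BP100-luciferase reporter were pinned with compounds (4-point, 1:5 series) and held 24 hrs at 37 deg C. Luminescence was read 10 min after detection reagent.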
ELG1 genotoxic: genotoxicity induction in ELG1-luciferase HEK293T cells; 330,000 tested, 1.3% active; Potency, µM (titrated, usually from 46 µM), for inactives: at the highest dose activity change, positive = activation, actives largely listed as activators; HEK293T ELG1-luciferase reporter, luminescence, 16 h; AID 504466; note: potency is the fitted concentration of half-maximal effect; % of control where 0% means no effect; nearly all actives have a fitted effect of over 60% in size
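HEK293T cells expressing luciferase-tagged ELG1 were exposed to compound or DMSO vehicle for 16 hr at 37 °C and 5% CO2. Luciferase activity was then measured with ONE-Glo after 30 min at room temperature.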
TRPV1 agonist: human TRPV1 agonism; Q8NER1; TRPV1-expressing cells, Fluo-8 calcium influx, agonist mode; activation, % at 8.33 µM; 320,000 tested, 0.19% active; AID 540275; in the data active = activation above about 80%; inconclusive = between about 30% and that limit; note: 0% is about no effect
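TRPV1-expressing cells were cultured overnight at 35.5C and loaded with Fluo-8 calcium dye for 40 to 90 min at room temperature. After a 10 s baseline, compound was added and calcium influx was read kinetically for 3 min (ex 480/em 520 nm).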
BRCA1 expr up: BRCA1 expression activation. MCF7-BRCA1-FFLuc reporter, luminescence, 48 h; response scale: scaled: vehicle 0%, 10 µM genistein 100%. Potency, µM (doses to about 46.1 µM), without a hit: top-dose activation, usual class: activators. 380,000 tested, 1.1% active. AID 624202; note: potency is the fitted concentration of half-maximal effect; nearly all actives have a fitted effect of over 80% in size; some results filed as inactive show a strong effect at the top dose
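Activators of BRCA1 expression were detected as increased firefly luciferase luminescence in engineered MCF7 cells after 48 h compound incubation. Signals were scaled to genistein 10 microM as full activation.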
Rab9 prom act: activates the Rab9 promoter. Potency, µM (highest dose often 9.22 µM), without a hit: at the highest dose activation, negative = inhibition, hits mostly activators. 320,000 tested, 2.8% active. Huh7 Rab9 promoter-luciferase reporter, luminescence, 24 h; note: potency is the fitted concentration of half-maximal effect; % of control where 0% means no effect; nearly all actives have a fitted effect of over 60% in size
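Steps: seed 1500 Huh7 Rab9-luc cells per well, rest 2 h at 37 °C; add compound in DMSO; incubate 24 h; add luciferase reagent, 10 min ambient; read luminescence.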
Gal4-VP16 FLuc: Gal4-VP16 reporter inhibition counter-screen. Drosophila S2 Gal4-VP16 UAS-luciferase, luminescence, 20 h. Potency, µM (top dose mostly 53.6 µM), without a hit: at the highest dose activity, negative = inhibition, actives largely listed as inhibitors. 310,000 tested, 3.5% active. AID 2546;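 note: Gal4-VP16 expression switched on by copper sulfate through the metallothionein promoter; potency is the fitted concentration of half-maximal effect; % is set by controls: 0 for no effect and ±100 for the full control effect; nearly all actives have a fitted effect of over 50% in size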
Tb PFK block: T. brucei PFK enzyme inhibition | O15648 | T. brucei PFK, ADP-Glo luminescence | Potency, µM (series often up to 57.5 µM), without a hit: top-dose activity, negative = inhibition, actives largely listed as inhibitors | 330,000 tested, 0.17% active;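 note: potency is the fitted concentration of half-maximal effect; 0% = uninhibited 1x PFK enzyme wells and -100% = no-enzyme wells; nearly all actives have a fitted effect of over 60% in size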
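1.25 nM PFK with 0.5 mM F6P and 0.1 mM ATP in 0.1 M TEA pH 8.0, 5 mM MgCl2, incubated 45 min at room temperature; ADP measured by ADP-Glo luminescence; compounds titrated up to 57 uM.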
Starred values were filed as active, the others as inactive; u = inconclusive; x = not tested or not shown; [ ] = another dose, or the depositor's remark. Unless noted, calls come from the whole dose curve; as a rule, active = well fitted curve in the direction sought with a large enough effect; inconclusive = small, poorly fitted or top-dose-only effect, or another doubt; inactive = no such curve, though single readings can be large; an effect the other way counts as inactive or inconclusive. Compounds as they come. About 15% of those tested had a hit in this group.

Sample of the layout (6 entries):
item	Structure	TRPV1 agonist	Tb PFK block	p53 reactivator	RORgamma inh	NPC1 promoter act	Gal4-VP16 FLuc
1	Cc1cc(C)c2ccc(N)nc2c1O	0	23%	5%	6%[0.365 µM]	-36%[inhibitor]	x
2	Nc1nnc(SCC(=O)OCC(=O)NC23CC4CC(CC(C4)C2)C3)s1	19	4%	3%	-7%	1%	-8%
3	COc1ccc(Cl)cc1NCCC(O)c1ccc(F)cc1 (configuration not stated)	2	-1%	3%	21%	2%	1%
4	CCc1ccccc1NC(=O)CSc1nnc([C@@H](NC(=O)OC(C)(C)C)C(C)CC)o1 (some centres not stated)	8	-2%	4%	26%	-4%	-7%
5	O=C(NCc1nc(-c2ccccc2)no1)c1ccc2c(c1)OCO2	19	-10%	-8%	34%	-2%	1%
6	COc1ccc(C(=O)N2CCN(Cc3ccccn3)CC2)cc1	0	1%	-2%	16%	-1%	2%

item	ELG1 DNA repair	FLuc counter	Rab9 prom act	BRCA1 expr up	ELG1 genotoxic
1	u	-1%	-36%[inhibitor]	-91%	u
2	-3%	-16%	-1%	22%	1%
3	-1%	-1%	-8%	-9%	-1%
4	-23%	6%	-8%	1%	-1%
5	-3%	1%[2.3 µM]	2%	11%	0%
6	5%	4%	0%	7%	0%

Main list (from the top)
item	Structure	TRPV1 agonist	Tb PFK block	p53 reactivator	RORgamma inh	NPC1 promoter act	Gal4-VP16 FLuc
1	Cc1cc(C)c2ccc(N)nc2c1O	0	23%	5%	6%[0.365 µM]	-36%[inhibitor]	x
2	Nc1nnc(SCC(=O)OCC(=O)NC23CC4CC(CC(C4)C2)C3)s1	19	4%	3%	-7%	1%	-8%
3	COc1ccc(Cl)cc1NCCC(O)c1ccc(F)cc1 (configuration not stated)	2	-1%	3%	21%	2%	1%
4	CCc1ccccc1NC(=O)CSc1nnc([C@@H](NC(=O)OC(C)(C)C)C(C)CC)o1 (some centres not stated)	8	-2%	4%	26%	-4%	-7%
5	O=C(NCc1nc(-c2ccccc2)no1)c1ccc2c(c1)OCO2	19	-10%	-8%	34%	-2%	1%
6	COc1ccc(C(=O)N2CCN(Cc3ccccn3)CC2)cc1	0	1%	-2%	16%	-1%	2%
7	CN(C(=O)c1cccn(Cc2ccccc2)c1=O)c1ccccc1	0	-3%	2%	0%	-6%	0%
8	CC(=O)c1c(C)[nH]c(C(=O)CSc2nnc(NC3CC3)s2)c1C	-1	7%	0%	x	-2%	x
9	CCC(C)(C)n1nnnc1CN1CCN(c2ccc(OC)cc2)CC1	6	-7%	-3%	-4%	-2%	3%
10	COc1ccc(NS(=O)(=O)c2ccc(C)c(C(=O)N(C)CC(=O)Nc3cccc(OC)c3)c2)cc1	1	5%	-8%	x	-1%	x
11	COc1ccc(S(=O)(=O)N2CCC(C(=O)NC3CC3)CC2)cc1OC	-3	2%	16%	-4%	3%	1%
12	Fc1ccc(-n2c(-c3cccs3)nc3nc4ccccc4nc32)cc1	12	14%	0%	26%	-4%	-12%

item	ELG1 DNA repair	FLuc counter	Rab9 prom act	BRCA1 expr up	ELG1 genotoxic
1	u	-1%	-36%[inhibitor]	-91%	u
2	-3%	-16%	-1%	22%	1%
3	-1%	-1%	-8%	-9%	-1%
4	-23%	6%	-8%	1%	-1%
5	-3%	1%[2.3 µM]	2%	11%	0%
6	5%	4%	0%	7%	0%
7	9%	-1%	2%	-29%	1%
8	u	2%	1%	-38%	-1%
9	6%	2%	-5%	-4%	-7%
10	2%	-4%	0%	-9%	1%
11	3%	1%	2%	-9%	5%
12	u	-1%	-1%	-18%	2%

Remaining list, next part:
item	Structure	TRPV1 agonist	Tb PFK block	p53 reactivator	RORgamma inh	NPC1 promoter act	Gal4-VP16 FLuc
13	COC(=O)C1CSC(C(=O)OC)N1C(=O)Nc1ccc(Cl)c(Cl)c1 (configuration not stated)	18	u	-8%	15%	-3%	-1%
14	CC1(C)CC(NC(=O)CCC2CCCC2)CC(C)(C)N1	-10	-2%	15%	-14%	-2%	-7%
15	Cc1ccccc1-c1n[nH]c(=S)n1/N=C/c1ccc(-c2ccccc2Br)o1	17	4%	7%	u	-5%	-10%
16	Cc1ccc(-c2noc(C3CCCN(C(=O)c4c(F)cccc4F)C3)n2)cc1 (configuration not stated)	11	-2%	11%	u	-5%	u
17	CCCCNC(=O)c1ccc(CS(=O)(=O)Cc2ccccc2F)o1	-2	1%	-2%	u	-1%	-2%[10 µM]
18	Cc1ccc(OCC(=O)NNC(=S)NC(=O)c2ccc(Br)o2)c(C)c1	3	1%	29%	u	-3%	u
19	CC(C)c1nc2ccc(C(=O)O)cc2[nH]1	-13	-1%	-2%	8.9µM*	14%	20µM*
20	CCc1cccc(C)c1NC(=O)C1=C(C(=O)O)CCCC1	0	-1%	4%	14%	2%	0%
21	Cc1cc(SCC(=O)c2ccc3c(c2)OCO3)nc2ccccc12	14	2%	6%	29%	-3%	-23%
22	Cc1ccc(C)c(NS(=O)(=O)c2ccc(OCC(=O)N3CCOCC3)cc2)c1	3	-2%	-4%	39%	-2%	5%
23	Cc1noc(C)c1S(=O)(=O)N1CCC(C(=O)N(C)Cc2ccccc2)CC1	0	3%	-3%	17%	3%	8%
24	O=C(N/N=C/c1cc(Br)c(Br)o1)c1cccnc1	5	-4%	-17%	u	-8%	u

item	ELG1 DNA repair	FLuc counter	Rab9 prom act	BRCA1 expr up	ELG1 genotoxic
13	2%	3%	-1%	-16%	0%
14	6%	3%	11%	-4%	3%
15	-5%	-4%	13%	-12%	-13%
16	u	-16%	2%	-21%	-11%
17	-1%	-2%	-4%	-1%	6%
18	7%	-5%	-1%	11%	-6%
19	u	15µM*	16%	11%	u
20	-2%	-3%	3%	5%	0%
21	25%	-16%	-4%	39%	1%
22	-8%	3%	-5%	0%	2%
23	-17%	7%	0%	0%	0%
24	-14%	-12%	-6%	-66%	6%

(list continues)
item	Structure	TRPV1 agonist	Tb PFK block	p53 reactivator	RORgamma inh	NPC1 promoter act	Gal4-VP16 FLuc
25	Cc1ccc(C(C(=O)NC2CCCC2)N(Cc2ccco2)C(=O)CCC(=O)Nc2ccccn2)cc1 (configuration not stated)	6	2%	0%	0%	1%	-3%
26	CCC(=O)c1ccc(OCC(=O)NC2(C#N)CCCCC2)cc1	14	-8%	0%	3%	0%	-11%[10 µM]
27	O=C(NCCCn1ccnc1)c1cc(-c2ccc3c(c2)OCO3)on1	-19	-11%	12%	27%	10%	9%
28	Cc1ccc(NC(=O)CCC(=O)NNC(=O)CCc2ccccc2)c(C)c1	-4	0%	1%	-1%	3%	8%
29	O=C(O)c1cc(=O)c2c(OCC(O)COc3cccc4oc(C(=O)O)cc(=O)c34)cccc2o1	1	-2%	-3%	-2%	-2%	-14%
30	COc1ccc(/C=C2\SC(=O)N(CC(=O)NCCC(C)C)C2=O)cc1OC	1	10%	13%	37%	-4%	-3%
31	OCCOCCNc1ncnc2c1cnn2-c1ccc(Cl)cc1	14	2%	-3%	u	1.1µM*	25%
32	Cc1c(C(=O)N2CCc3ccccc32)cnn1C	-2	0%	20%	-14%	0%	4%
33	CCOC(=O)c1[nH]c2cc(OC)c(OC)cc2c1NC(=O)c1ccc2c(c1)OCO2	16	5%	4%	-34%	-1%	u
34	CC(C)(O)C#Cc1ccc(C(=O)NCCC(=O)O)s1	-2	4%	1%	-3%	0%	-7%

item	ELG1 DNA repair	FLuc counter	Rab9 prom act	BRCA1 expr up	ELG1 genotoxic
25	u	1%	1%	-40%	2%
26	2%	-1%	-11%	-4%	11%
27	12%	u	-5%[1.84 µM]	49%	u
28	9%	4%	0%	5%	-1%
29	14%	-1%	-2%	14%	4%
30	4%	3%	-1%	2%	-1%
31	-1%	9.5µM*	0.89µM*	u	0%
32	28%	-7%	16%	45%	1%
33	-6%	0%	-3%	-6%	9%
34	7%	8%	-6%	2%	1%

Bioassay records (PubChem BioAssay)
